Bioassay records from PubChem.
12-LOX inh: Primary qHTS assay for inhibitors of human arachidonate 12S-lipoxygenase (ALOX12): Round 2. purified 12hLO, xylenol orange hydroperoxide absorbance. 580,000 compounds, 1.1% hits. Polyunsaturated fatty acid lipoxygenase ALOX12 (Homo sapiens), P18054. AID 1671190, 2021. Potency, µM (doses to about 108 µM), for the others: at the highest dose activity change, negative = inhibition, most hits filed as inhibitors; active = well fitted inhibition curve with a large enough effect; inconclusive = small, poorly fitted or top-dose-only effect, or another doubt; inactive = no such curve, though single readings can be large or run the other way
Target sequence (P18054 whole entry, looked up): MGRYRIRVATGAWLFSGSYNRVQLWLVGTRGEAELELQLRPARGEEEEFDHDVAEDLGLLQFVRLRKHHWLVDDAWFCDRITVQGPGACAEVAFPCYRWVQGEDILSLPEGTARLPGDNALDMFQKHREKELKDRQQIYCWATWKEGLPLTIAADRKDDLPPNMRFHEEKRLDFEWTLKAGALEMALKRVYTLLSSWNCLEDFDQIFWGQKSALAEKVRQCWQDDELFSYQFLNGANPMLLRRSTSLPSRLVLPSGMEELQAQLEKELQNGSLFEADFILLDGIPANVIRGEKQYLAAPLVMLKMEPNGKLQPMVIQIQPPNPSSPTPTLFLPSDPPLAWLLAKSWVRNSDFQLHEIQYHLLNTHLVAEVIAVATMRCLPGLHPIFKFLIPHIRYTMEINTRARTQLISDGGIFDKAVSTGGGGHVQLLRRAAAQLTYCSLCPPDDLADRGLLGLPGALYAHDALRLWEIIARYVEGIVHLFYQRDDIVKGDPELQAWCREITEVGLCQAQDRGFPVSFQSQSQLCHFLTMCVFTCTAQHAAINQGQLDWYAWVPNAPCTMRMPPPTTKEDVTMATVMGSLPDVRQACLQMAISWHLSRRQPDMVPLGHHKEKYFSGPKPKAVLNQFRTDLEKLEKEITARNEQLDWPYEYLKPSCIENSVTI
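Purified human 12hLO at 150 nM in 25 mM Hepes, 0.01% Triton X-100, pH 7.0, preincubated 15 min at room temperature with compound. Reaction started with 40 uM arachidonic acid, 30 min at room temperature. Hydroperoxide measured by Fe-xylenol orange, 573/405 nm absorbance ratio.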
* marks the source's active call; other numbers are inactive results; ? = inconclusive; [ ] = another dose, or the depositor's remark. % is scaled to controls: 0 for no effect and ±100 for the full control effect; potency is read from the fitted curve at half-maximal effect. An excerpt; count on the stated rates, not on these rows.

SMILES | 12-LOX inh
CN1CC(=O)N(CC(=O)N2CCC3(CCCN(C)C3=O)C2)C1=O (stereo not drawn) | 20%
CC(C)(C)C1CCC2(CC1)NC(=O)N(CC(=O)Nc1ccc(F)cc1F)C2=O (stereo not drawn) | 25%
Cc1cccc2c(C3CCN(C(=O)c4c(Cl)cc(Cl)cc4Cl)CC3)c[nH]c12 | ?
CC1=CC2C(C)(C)CC(=O)C[C@]2(C)CC1COc1ccc2c(c1)CC(=O)C=C2 (stereo partly drawn) | 12%
Cc1ccc(C(=O)CCC(=O)OCC(=O)c2ccc(Cl)c(Cl)c2)cc1 | -35%
O=C(c1ccsc1)N1CCC2(CC1)CC(N(C(=O)c1ccccc1)C1CC1)CCO2 (stereo not drawn) | 48%[activator]
Cc1cc(C2CC(=O)OC3=C2C(=O)CC(C)(C)C3)c(C)s1 (stereo not drawn) | 11%
CCS(=O)(=O)NC(CCSC)C(=O)O (stereo not drawn) | ?
O=C(CCc1c[nH]c2ccccc12)N1CCC(N2CC3CC(C2)[C@H]2CCCC(=O)N2C3)CC1 (stereo partly drawn) | -1%
COc1ccc(C(=O)N2CCC3(CC2)CC(O)CCO3)cc1 (stereo not drawn) | 25%
CC(C)Cc1nc2ccc(NC(=O)C[C@H]3NC(=O)c4ccccc4NC3=O)cc2[nH]1 | 50%[activator]
COc1ccc2c(c1)[C@@H](NC(C)=O)[C@H](C)[C@@H](c1ccccc1)N2C(C)=O | 0%
O=C(Cc1ccc(N2CCC(NCCc3ccc(C(F)(F)F)cc3)CC2)cc1)NCc1ccccn1 | 29%
CNc1ccnc(N2CCC(N3CCCC(C(=O)N4CCCC4)C3)CC2)n1 (stereo not drawn) | ?
CN(Cc1ccccc1)c1ncccc1CNC(=O)c1ccnn1C | 15%
COc1cccc(-c2cnc3[nH]cc(CC(=O)NCc4cccnc4)c3c2)c1 | 5%[176 µM]
O=C(CSc1nnc(-c2cccc(S(=O)(=O)N3CCCC3)c2)o1)c1ccccc1 | -9%
C=CCNc1ccc2c(c1)OC[C@@H](CC(C)C)NS2(=O)=O | 3%
CC(=O)Nc1ccc(CN2CCCCC23Cc2ccccc2CN(C(=O)C(C)C)C3)cc1 (stereo not drawn) | 5%[6.33 µM]
CCOc1cccc(-c2nnc(CCC(=O)NCCCc3ccccc3)c(=O)[nH]2)c1 | 81%[activator]
C=CCOc1ccc(C(=O)Nc2ccccc2C(C)C)cc1 | -29%
N#Cc1ccc(OCc2ccc(C=O)o2)cc1 | 16%
CCn1cc(CN(C)C(=O)c2cc(-c3ccc(OC)cc3)cn2CC)c(C)n1 | -4%
Cc1noc(C)c1CO[C@@H]1COCC[C@H]1NC(=O)c1cccc(=O)[nH]1 | -3%
CCCS(=O)(=O)N1CCCC(c2nc(-c3ccccc3)no2)CCNC(=O)CC1 (stereo not drawn) | 27%
O=C(NCC1Cc2cccc(-c3cnccn3)c2O1)C1COc2ccccc2O1 (stereo not drawn) | -2%
Cc1nn2c(c1-c1ccccc1OCc1ccccc1)N(Cc1cccc(O)c1)CCC2 | 3%[176 µM]
Cc1ccc(C(C)C)c(OC(=O)c2ccc(C#N)cc2)c1 | 10%
CCCC(CCC)C(=O)NCc1nnnn1-c1ccc(OCC)cc1 | 6%
COCCOc1nc2c(c(=O)n(C)c(=O)n2C)n1Cc1ccc(C)cc1 | 4%
Nc1ncccc1CN1CCC(CO)(CN2CCCC2)CC1 | 24%
CCOc1ccc(CNC(=O)c2ncoc2-c2ccc(C)s2)cc1OC | -26%
CN(C)/C=C\C(=O)c1cccc([N+](=O)[O-])c1 | ?
COc1ccc(CCC(=O)Nc2nc(C)c(C(C)=O)s2)cc1 | -25%
Cc1c(C(=O)OCCOc2ccc(Cl)cc2Cl)sc(=S)n1C | -21%
O=C(CC12CC3CC(CC(Br)(C3)C1)C2)NCCc1ccccc1 | -46%
Cc1oc2cc(OCC(=O)Nc3ccccc3F)ccc2c(=O)c1Oc1ccc(F)cc1 | -39%
Cc1cccc(C(=O)N[C@@H]2CN(C3CCOCC3)C[C@H]2CN(C)C)c1 | 62%[activator]
COC(=O)C1=CN(Cc2cccc(Cl)c2)S(=O)(=O)N=C1C | 7%
COc1ccc2cc(C(=O)N3CCC4(CC3)CC(Cc3nc(C)no3)CCO4)[nH]c2c1 (stereo not drawn) | 31%
CCN(C(=O)COC(=O)Cc1n[nH]c(=O)c2ccccc12)c1ccc(F)cc1 | -1%
COCCn1c(C)nnc1-c1cc(-c2cccc(CO)c2)ccn1 | -4%[176 µM]
N#Cc1cccnc1N1CCC(CO)(Cc2ccccc2C(F)(F)F)CC1 | ?
COC(=O)C1=CN(Cc2ccc(OC)cc2)C=C(C(=O)OC)C1c1ccc(OC)cc1 | -5%
CCC[C@H]1CN(S(=O)(=O)c2ccc(CC)s2)C[C@@H]1N | -8%
CC(=O)c1cc(CN2CCC(n3nccc3NC(=O)Cc3ccccc3)CC2)cs1 | 18%
Fc1ccccc1-c1nc(-c2cccc(Br)c2)no1 | -44%
CCNC(=O)NC(=O)CN(C)Cc1ccccc1 | -23%
CCOC(=O)c1cnc2c(C)cccc2c1Nc1ccccc1OCC | 23%
O=C(CCc1c[nH]c2ccccc12)NCc1ccc(CN2CCCC2)cc1 | 15%

3 compounds out of the list above, ordered by the number in 12-LOX inh, high to low:
| mol | 12-LOX inh |
| --- | --- |
| O=C(CCc1c[nH]c2ccccc12)NCc1ccc(CN2CCCC2)cc1 | 15% |
| CCNC(=O)NC(=O)CN(C)Cc1ccccc1 | -23% |
| Fc1ccccc1-c1nc(-c2cccc(Br)c2)no1 | -44% |

New compounds follow.
SMILES | 12-LOX inh
O=C1N(c2ccccc2)C[C@H]2CN(Cc3ncc[nH]3)CCN12 | 42%[176 µM]
O=S(=O)(c1ccc(C(F)(F)F)cc1)N1CC(c2nc(-c3ccncc3)no2)C1 | 33%
Cc1ccc(C(C)C)c(OCc2n[nH]c(=S)n2Cc2ccc(Cl)cc2)c1 | 28µM*
CC(C(=O)NC1CCN(Cc2ccccc2)CC1)C1CCOCC1 (stereo not drawn) | 41%[activator]
COCCc1noc([C@@H]2CN(Cc3ccc(C(C)C)cc3)C[C@H]2CO)n1 | 36%
NC(=O)[C@@H]1C[C@H](Oc2cccnc2)CN1C(=O)c1cccs1 | ?
CC(C)(C)c1ccc(NC(=O)c2cccc(CN3CCCC3=O)c2)cc1 | 11%
CC(C)Oc1cccc(-c2cccc(COc3cnc4c(ccn4CC(=O)O)c3)c2)c1 | ?
O=C1CN(C(=O)CCC(=O)N2CCCC(Cc3nncn3Cc3ccccc3)C2)c2ccccc2N1 (stereo not drawn) | 27%
O=C(c1ccco1)N1CCC(n2cc(-c3nc(-c4ccccc4)no3)nn2)C1 (stereo not drawn) | 13%
Cn1cnc2c1c(=O)n(CC(=O)NC1CC1)c(=O)n2C | -5%
CC(=O)C1=C(C)N(Cc2ccc(Cl)cc2)C(=S)NC1c1ccc(Cl)cc1 (stereo not drawn) | 45µM*
Cn1c(SCc2nc(-c3ccc(C(F)(F)F)cc3)no2)nc2ccsc2c1=O | -9%
c1ccc2c(Nc3ccc4[nH]ncc4c3)ncnc2c1 | 2%
Cc1nnc(NC(=O)CN2CCN(c3cccc(C)c3C)CC2)s1 | 9%
COCC1CN(C(C)=O)CC12CCN(C(=O)c1nn(C)c3ccccc13)CC2 (stereo not drawn) | 29%
COc1ccc(-c2cnc3n2CC(C(=O)NCCCN2CCN(C)CC2)CC3)cc1 (stereo not drawn) | 28%
CN(C)CCNC(=O)c1ccnc(-c2nnc3ccc(N(C)c4ccccc4)nn23)c1 | ?
COc1cccc(C2Cn3nnc(-c4nc(-c5ccc(C(C)(C)C)cc5)no4)c3CO2)c1 (stereo not drawn) | 22%
CCC1=C(C(=O)OC)C(c2ccccc2)N2C(CC(=O)N(C)Cc3ccccc3)=CSC2=N1 (stereo not drawn) | 52%[activator]

Looked up one by one from the entries so far:
SMILES | 12-LOX inh
COCCc1noc([C@@H]2CN(Cc3ccc(C(C)C)cc3)C[C@H]2CO)n1 | 36%
N#Cc1cccnc1N1CCC(CO)(Cc2ccccc2C(F)(F)F)CC1 | ?
c1ccc2c(Nc3ccc4[nH]ncc4c3)ncnc2c1 | 2%

(cont.)
SMILES | 12-LOX inh
Cc1cc(O)c2c(C)c(CC(=O)Nc3nc4ccccc4[nH]3)c(=O)oc2c1 | -3%
O=C(c1cnccn1)N1CCC(NCc2cc3n(n2)CCCNC3)CC1 | 24%
COc1ccc(-c2cc3c(=O)n(CCNC(=O)c4ccc5c(c4)OCO5)ccn3n2)cc1 | 0%
CCOc1ccccc1NS(=O)(=O)c1cc(-c2c(C)nn3c2NC(=O)CCC3=O)ccc1OC | -17%
O=C1CCc2cc(NC(=O)C3CCC3)ccc2N1 | 50%
CCOC(=O)C(NC(=O)c1cccnc1)(Nc1cc(Cl)ccc1OC)C(F)(F)F (stereo not drawn) | -3%
CCN1C(=O)COC[C@@H]1[C@H](O)c1ccc(NC(=O)COc2ccccc2)cc1 | 48%[activator][176 µM]
O=C1C[C@@H](c2ccc(O)c(O)c2)Oc2c1ccc(O[C@@H]1O[C@H](CO)[C@@H](O)[C@H](O)[C@H]1O)c2O | ?
COc1ccc(Cl)cc1N1C(=O)[C@@H]2C[C@H]1CN2Cc1nc2ccccc2nc1C | -6%
O=C(CCC[C@@H]1[C@H]2CCCN3CCC[C@@H](CN1C(=O)c1cccnc1)[C@@H]23)NC1CCCCC1 | 51%[activator]

Shown with each value named: four of the compounds above.
smiles: CCN1C(=O)COC[C@@H]1[C@H](O)c1ccc(NC(=O)COc2ccccc2)cc1
- 12-LOX inh = 48%[activator][176 µM]
smiles: Cc1cc(O)c2c(C)c(CC(=O)Nc3nc4ccccc4[nH]3)c(=O)oc2c1
- 12-LOX inh = -3%
smiles: CCOc1ccccc1NS(=O)(=O)c1cc(-c2c(C)nn3c2NC(=O)CCC3=O)ccc1OC
- 12-LOX inh = -17%
smiles: COc1ccc(Cl)cc1N1C(=O)[C@@H]2C[C@H]1CN2Cc1nc2ccccc2nc1C
- 12-LOX inh = -6%

The results go on:
SMILES | 12-LOX inh
COc1ccc(C(=O)N[C@H]2[C@H](O)[C@H](O)C[C@@H]2c2ccc(C(F)(F)F)cc2)cc1 | -7%[176 µM]
O=C1CN(CC2CCCC2)CCN1c1ccc(Cl)nn1 | 4%[176 µM]
CCc1ccc(S(=O)(=O)Nc2cccc(CN(CC)C(C)=O)c2)s1 | -26%
COc1cccc(-c2cc(C3CCN(C(=O)Nc4ccccc4C(F)(F)F)CC3)[nH]n2)c1 | 24%
CCc1cc(NCCS(=O)(=O)CC)n2nccc2n1 | 38%[activator]
CN(CC1CCOC1)C(=O)Nc1cc(F)ccc1F (stereo not drawn) | 29%
COc1cc(/C=C/c2nc3cc(Cl)ccc3o2)cc(OC)c1OC | ?
Cc1ccc(N2N=C(c3ccccc3)CCC2=O)cc1 | 17%
Cc1c(Cl)cccc1NC(=O)C(C)N1CCC(C(=O)NCc2ccccc2)CC1 (stereo not drawn) | -22%
CCOc1ccc(NS(=O)(=O)c2ccc(OCC(=O)NCc3ccc4c(c3)OCO4)c(C)c2)cc1 | -4%
Cc1ccc(Cl)cc1N1CCN(CC(=O)NC2CCCC2)CC1 | 29%
COc1cccc(N2C(=O)NC(=NC3CCCCC3)C23CCCN([S+](=O)([O-])c2cccc(OC)c2)C3)c1 (stereo not drawn) | 6%[6.33 µM]
C[C@H]1[C@@H](NS(=O)(=O)c2ccc(F)cc2)CC[C@@]23CCCN2C(=O)CCC[C@@H]13 | -10%
C#CCCN([C@@H](CC(C)C)C(=O)OC)S(=O)(=O)c1ccccc1Br | 0%
O=C(NC1CCN(S(=O)(=O)c2ccccc2Cl)CC1)C1CCCCC1 | ?
COc1ccccc1NC(=O)N1CC[C@H]2CC(=O)N(CCc3cnc[nH]3)CC[C@H]2C1 | 71%[activator][176 µM]
O=C(Nc1ccccc1)N1CCN([S+](=O)([O-])c2ccc(Cl)nc2)C(=O)C1 | 9%[6.33 µM]
Cc1csc(NC(=O)c2nc(C(O)c3cccc(O)c3)oc2C)n1 (stereo not drawn) | 25%[176 µM]
CC(C)c1ccc(N2CC(C(=O)N(C)Cc3cnccn3)CC2=O)cc1 (stereo not drawn) | 54%[activator]
CC(C)CCC(=O)N1CCN(Cc2ccco2)CC1 | 1%
Cc1c(CCC(=O)NCCCN2CCOCC2)c(=O)oc2c(C)c(O)ccc12 | -31%
CCC(C)C(=O)OCCc1ccccc1 (stereo not drawn) | -11%[176 µM]
CC(C)(C)n1nnnc1C1CC2(CCOCC2)C(=O)N1Cc1ccco1 (stereo not drawn) | 27%
O=C(CCc1conc1-c1cccc(F)c1)NCc1ccc(F)cc1 | 33%
Clc1ccc(-c2nc(CSc3nncc4ccccc34)no2)cc1 | ?
O=C(O)C1CCc2nnc(C3CCN([S+](=O)([O-])C4CCCC4)CC3)n21 (stereo not drawn) | ?
CNC(=S)NNC(=O)CSCc1ccccc1 | -11%
O=C(COc1ncnc2ccccc12)Nc1ccccc1Cl | ?
c1ccc(CCc2nnc3n2CCNCC3)cc1 | -7%
COc1ccc(CN2C(=O)C(n3c(C)ccc3C)c3cccc(F)c32)cc1 (stereo not drawn) | ?
CN(C)S(=O)(=O)c1ccc(-c2nc(C#N)c(N3CCCC3)o2)cc1 | -2%
CC(=O)N1C[C@@H]2CCCN3CCC[C@@H]([C@H]23)[C@H]1CCCC(=O)N1CCC(C)CC1 | 26%
COc1ccc(CC(=O)N2CCc3nc4cc[nH]n4c(=O)c3C2)c(Cl)c1 | 29%
O=C(NNC(=S)NCCc1ccccc1)c1ccccc1 | -4%
